Compound activity as filed in PubChem BioAssay.
EPAC2 agonist = EPAC2 (human) agonism; Q8WZA2; EPAC2 activation, biochemical qHTS; response scale: 100% = 6.5 mM cAMP response; Potency, µM (series often up to 154 µM), without a hit: at the highest dose activation, actives largely listed as activators; hit rate 0.079% among 360,000; further: potency means the concentration at half of the fitted maximal effect; nearly all actives have a fitted effect of over 50% in size
Target sequence (Q8WZA2 whole entry, looked up): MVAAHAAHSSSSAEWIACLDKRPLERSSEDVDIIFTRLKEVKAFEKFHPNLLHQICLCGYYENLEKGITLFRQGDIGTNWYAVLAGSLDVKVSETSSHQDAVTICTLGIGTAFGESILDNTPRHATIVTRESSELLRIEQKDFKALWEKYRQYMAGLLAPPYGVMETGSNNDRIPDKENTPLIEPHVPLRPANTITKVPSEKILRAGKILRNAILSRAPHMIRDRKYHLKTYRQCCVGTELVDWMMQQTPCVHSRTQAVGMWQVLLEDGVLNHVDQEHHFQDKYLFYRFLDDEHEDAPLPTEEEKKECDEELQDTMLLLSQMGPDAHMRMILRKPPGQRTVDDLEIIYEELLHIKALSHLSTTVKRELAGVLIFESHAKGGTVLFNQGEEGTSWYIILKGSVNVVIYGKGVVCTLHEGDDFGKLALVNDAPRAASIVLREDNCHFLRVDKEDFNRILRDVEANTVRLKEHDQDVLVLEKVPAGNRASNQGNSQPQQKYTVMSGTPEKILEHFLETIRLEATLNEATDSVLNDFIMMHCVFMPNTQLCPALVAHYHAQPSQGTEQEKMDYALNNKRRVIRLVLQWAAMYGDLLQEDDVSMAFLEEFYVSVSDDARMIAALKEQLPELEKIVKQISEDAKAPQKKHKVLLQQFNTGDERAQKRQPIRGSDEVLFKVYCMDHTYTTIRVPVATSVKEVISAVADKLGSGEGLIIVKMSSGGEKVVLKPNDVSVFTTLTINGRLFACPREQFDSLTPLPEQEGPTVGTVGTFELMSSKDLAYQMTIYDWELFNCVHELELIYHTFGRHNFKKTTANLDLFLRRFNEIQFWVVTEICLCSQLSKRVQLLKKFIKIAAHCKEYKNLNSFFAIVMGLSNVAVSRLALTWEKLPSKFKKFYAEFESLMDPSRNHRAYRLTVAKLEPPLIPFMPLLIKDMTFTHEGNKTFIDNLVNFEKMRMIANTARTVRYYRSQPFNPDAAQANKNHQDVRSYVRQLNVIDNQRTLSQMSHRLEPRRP
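Readout is BODIPY fluorescence (480 nm excitation, 540 nm emission), which falls as labeled GDP is exchanged off Rap1B. EPAC2 at 100 nM acted on 250 nM RAP1B-BODIPY-GDP with 50 uM GDP present.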
ATXN2 expr inh = ATXN2 expression inhibition; HEK-293 ATXN2-luciferase reporter, luminescence, 24 h; Potency, µM (highest dose often 57 µM), for inactives: top-dose activity change, negative = inhibition, usual class: inhibitors; hit rate 0.72% among 360,000; AID 1745845; further: potency means the concentration at half of the fitted maximal effect; on the % scale 0 is the no-effect control and ±100 the full control effect; nearly all actives have a fitted effect of over 55% in size
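qHTS (up to 57 uM final) was run with 24 h compound exposure of reporter cells at 37 °C. Each well was multiplexed: SteadyGlo luminescence measured ATXN2-luciferase expression after a fluorogenic Gly-Phe-AFC viability readout (25 uM final).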
ATXN viability = cell viability loss in ATXN counter-screen. S2 cells (HEK-293 line with an ATXN2-luciferase reporter) viability, CellTiter-Fluor protease fluorescence, 24 h. Potency, µM (top dose mostly 56.7 µM), most hits filed as cytotoxic. hit rate 0.49% among 400,000; further: potency means the concentration at half of the fitted maximal effect; nearly all actives have a fitted effect of over 40% in size
A549 tox = kills or reduces viability of A549 cells in Nrf2 counter-screen. hit rate 0.16% among 390,000. Potency, µM (top dose mostly 46 µM), inactives show at the highest dose activity change, negative = cytotoxicity, hits mostly inhibitors. A549 ARE-Fluc cells, CellTiter-Fluor viability, 18-24 h. AID 504648; further: potency means the concentration at half of the fitted maximal effect; on the % scale 0 is the no-effect control and ±100 the full control effect
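A549 ARE-Fluc cells in 5% FBS OPTI-MEM, 5000 cells/well, rested 2 h then exposed to compounds in concentration-response for 18-24 h at 37 °C. Viability by CellTiter-Fluor fluorescence (Ex 405/Em 525) after 30 min; luciferase luminescence (BugLite, 15 min, RT) read afterwards.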
HepG2 tox = HepG2 cytotoxicity, counter-screen for TGF-b inhibitors; Potency, µM (top dose mostly 46.1 µM), without a hit: at the top dose activity change, negative = cytotoxicity, hits mostly cytotoxic; HepG2 CAGA-GFP viability, ATP luminescence, 18 h; hit rate 0.76% among 410,000; further: potency means the concentration at half of the fitted maximal effect; some results filed as inactive show a strong effect at the top dose
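HepG2 CAGA-GFP cells (1000/well, DMEM with 1% FBS) received compound, then TGF-beta at 500 pg/mL final, and were incubated 18 hours at 37 degrees C. Viability was read by CellTiter-Glo luminescence. Media-only wells were set as complete cell-killing and DMSO as no toxicity.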
TGFb inhibitor = TGF-b pathway inhibition; HepG2 CAGA-GFP TGF-b/SMAD3 reporter, GFP fluorescence, 18 h; TGF-beta stimulated, 500 pg/mL final; Potency, µM (series often up to 46.1 µM), without a hit: top-dose activity, negative = inhibition, actives largely listed as inhibitors; hit rate 1.2% among 410,000; AID 588855; further: potency means the concentration at half of the fitted maximal effect; on the % scale 0 is the no-effect control and ±100 the full control effect; nearly all actives have a fitted effect of over 65% in size
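TGF-beta reporter screen: HEPG2 CAGA-GFP, 1% FBS, 500 pg/mL TGF-beta final, 18 h; per-cell GFP summed per well; curves fitted and categorized by class.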
Nrf2 activator = activates Nrf2 signaling | AID 624171 | Potency, µM (highest dose often 46.1 µM), without a hit: top-dose activation, usual class: activators | hit rate 0.31% among 410,000 | AREc32 ARE-luciferase reporter (MCF7-derived line), luminescence, 24 h; further: potency means the concentration at half of the fitted maximal effect; % of control where 0% means no effect; nearly all actives have a fitted effect of over 65% in size
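Nrf2 activation is followed as ARE-luciferase induction in the AREc32 line after one day of compound treatment; luminescence is read with Steady-Glo.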
IL-2 act = IL-2 activation. IL-2 activation reporter assay, cell-based qHTS; stimulated with anti-CD3/CD4/CD28 beads; in transgenic mouse T cells. activation, % (series mostly up to about 46 µM). hit rate 0.065% among 360,000. AID 652025; in the data active means activation above about 50%; inconclusive means mostly about 30% to 49%; further: 0% is about no effect
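Quantitative HTS in unstimulated transgenic mouse T cells, with memory T cells as non-tolerant control and PMA/ionomycin as tolerance-bypass control. Compound pretreatment lasted 60 minutes before 18 h bead stimulation; EGFP/DsRed fluorescence read.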
Nrf2 inh = Nrf2 pathway inhibition | A549 ARE-Fluc reporter, luciferase luminescence, 18-24 h | hit rate 2.1% among 360,000 | AID 504444 | Potency, µM (highest dose often 46 µM), inactives show at the highest dose activity change, negative = inhibition, hits mostly inhibitors; further: potency means the concentration at half of the fitted maximal effect; on the % scale 0 is the no-effect control and ±100 the full control effect; nearly all actives have a fitted effect of over 60% in size
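Nrf2 activity is the BugLite luminescence, read 15 min after reagent at room temperature, following CellTiter-Fluor cytotoxicity readout (30 min, 37C). Compound titrations were applied for 18-24 h to 5000 A549 ARE_Fluc cells/well in 5% FBS OPTI-MEM.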
* = called active by the depositor; i = inactive; ? = inconclusive; . = no result given; [ ] = another dose, or the depositor's remark. Unless noted, the call rests on the fitted dose curve; in most records, active means well fitted curve in the direction sought with a large enough effect; inconclusive means small, poorly fitted or top-dose-only effect, or another doubt; inactive means no such curve, though single readings can be large; an effect the other way counts as inactive or inconclusive. This is a random part of the collection; 4.3% or so of the library scored in one or more.

Field names: A = EPAC2 agonist; B = ATXN2 expr inh; C = ATXN viability; D = A549 tox; E = HepG2 tox; F = TGFb inhibitor; G = Nrf2 activator; H = IL-2 act; I = Nrf2 inh
> O=C(NNC(=O)c1ccc2ccccc2c1O)Nc1ccc(F)cc1
  A = 7%; B = 15%; C = i; D = -4%; E = -2%; F = -18%; G = 0.0%; H = 2.2; I = -13%

> COc1ccc(-c2ccc(C(=O)NCCN3CCOCC3)c3occc23)c(C)c1
  A = 25%; B = ?; C = ?; D = .; E = -50%; F = ?; G = -0.1%; H = -0.6; I = .

> Cc1noc(C)c1C(=O)OCC(=O)c1cc(C)n(Cc2ccccc2Cl)c1C
  A = 17%; B = 30%; C = i; D = .; E = 2%; F = 8%; G = 3.4%; H = -0.5; I = ?

> COc1cc(CCCN2C(=S)NC[C@@H]2Cc2ccccc2)cc(OC)c1OC
  A = 7%; B = 0%; C = i; D = 1%; E = -17%; F = -38%; G = -0.7%; H = -0.2; I = -11%

> Cc1c(C#N)c(N)nc2c3c(sc12)NC(=O)CC3c1ccccc1 (configuration not stated)
  A = -7%; B = 7%; C = i; D = 0%; E = 3%; F = 0%; G = 0.7%; H = 0.3; I = 8%

> N#C/C(=C\c1cc2c(cc1Br)OCO2)C(=O)NCC1CCCO1 (configuration not stated)
  A = 11%; B = 12%; C = i; D = -3%; E = -5%; F = 3%; G = 4.6%; H = 1.1; I = -6%

> Cc1ccnc(NS(=O)(=O)c2ccc(NC(=O)c3snnc3C)cc2)n1
  A = 11%; B = 5%; C = i; D = -2%; E = -2%; F = -3%; G = 0.1%; H = -0.1; I = -1%

> O=C(Nc1ccc(NS(=O)(=O)c2ccccc2)c(Cl)c1)c1ccccc1
  A = 9%; B = 8%; C = i; D = -8%; E = -8%; F = 12%; G = 3.9%; H = 1.2; I = 0%

> C=CC(=O)NCCCc1cc(C(C)(C)C)c(O)c(C(C)(C)C)c1
  A = -7%; B = -5%; C = i; D = 15%; E = -14%; F = 5%; G = 4.3%; H = -4.0; I = -21%

> CC(=O)N1CCc2cc(S(=O)(=O)CCC(=O)Nc3ccc(Cl)cc3F)ccc21
  A = -9%; B = -14%; C = i; D = 5%; E = -10%; F = -2%; G = -0.5%; H = -1.9; I = -5%

> COc1ccc2nc(NC(=O)CSc3nnc(-c4ccoc4C)n3C)sc2c1
  A = -5%; B = 37%[activator]; C = i; D = 4%; E = -20%; F = ?; G = 0.3%; H = -3.3; I = 5%

> CC(=O)c1ccc(OCc2cc(C(=O)N(C)Cc3nc4c(C)cccc4[nH]3)no2)cc1
  A = -1%; B = 5%; C = ?; D = -5%; E = 13%; F = -2%; G = 3.7%; H = -1.0; I = -2%

> CCN(CC)C(=O)c1sc2c(c1C)c(=O)n(CCc1ccccc1)c(=O)n2Cc1cccc(Cl)c1
  A = .; B = ?; C = i; D = -10%; E = -22%; F = ?; G = 0.4%; H = .; I = .

> CNC(=O)NC(=O)CSc1nnc(C(F)(F)F)n1C
  A = 6%; B = 0%; C = i; D = -3%; E = 7%; F = 0%; G = -0.8%; H = 0.9; I = -5%

> O=C(O)CCC(=O)NCCc1cccc(Cl)c1
  A = 6%; B = -2%; C = i; D = 1%; E = -2%; F = 1%; G = -0.1%; H = 0.1; I = 9%

> Cc1ccc(C(=O)N2CCCC(c3ccccc3)=N2)cc1
  A = 9%; B = -2%; C = i; D = 7%; E = 7%; F = 6%; G = 0.5%; H = 1.2; I = 3%

> COc1ccc(CCNC(=O)NC23CC4CC(CC(C4)C2)C3)cc1
  A = 15%; B = 41%[activator]; C = i; D = 1%; E = -31%; F = -25%; G = -0.7%; H = -2.2; I = ?

> CCCOc1ccc(-c2nn(-c3ccccc3)cc2/C=C2\SC(N)=NC2=O)cc1C
  A = -9%; B = 13%; C = i; D = -10%; E = 5%; F = 12%; G = -0.8%; H = 0.0; I = -4%

> CCN(C(=O)C(C)OC(=O)c1nn(-c2ccccc2C(F)(F)F)cc1O)c1ccccc1 (configuration not stated)
  A = -11%; B = -6%; C = i; D = 3%; E = -16%; F = -1%; G = 0.1%; H = -0.4; I = 0%

> COc1ccc(NC(=O)CSc2nc(C)c3c(c2C#N)CCCC3)cc1
  A = -4%; B = -6%; C = i; D = -7%; E = 5%; F = -1%; G = 0.0%; H = -1.9; I = -10%

> C/C(=N/NS(=O)(=O)c1cccc([N+](=O)[O-])c1)c1ccncc1
  A = 10%; B = 3%; C = i; D = 6%; E = -1%; F = -12%; G = 0.4%; H = -4.0; I = 4%

> Cc1cccc(N2CCN(C(=S)NCc3ccco3)CC2)c1C
  A = 27%; B = 13%; C = i; D = 1%; E = -5%; F = ?; G = 2.6%; H = -3.1; I = -5%

> Cc1ccc(OCC(=O)Nc2nnc(SCc3cc(=O)c4ccccc4[nH]3)s2)cc1C
  A = .; B = 5%; C = i; D = -14%; E = 5%; F = -4%; G = 0.0%; H = .; I = .

> Cc1nc(-n2nc(C)c(Cc3ccc(Cl)cc3)c2C)sc1C(=O)N1CCC(C)CC1
  A = .; B = .; C = .; D = 5%; E = -4%; F = 0%; G = -0.4%; H = .; I = 1%

> c1cc2c3c(cccc3c1)NC1(CCCCC1)N2
  A = 0%; B = -9%; C = ?; D = -10%; E = -3%; F = 0%; G = -0.6%; H = -0.4; I = -28%

Entries of single compounds as entered above. Order of screens: EPAC2 agonist, ATXN2 expr inh, ATXN viability, A549 tox, HepG2 tox, TGFb inhibitor, Nrf2 activator, IL-2 act, Nrf2 inh
`Cc1ccnc(NS(=O)(=O)c2ccc(NC(=O)c3snnc3C)cc2)n1` is listed with 11%, 5%, i, -2%, -2%, -3%, 0.1%, -0.1, -1%
`C/C(=N/NS(=O)(=O)c1cccc([N+](=O)[O-])c1)c1ccncc1` is listed with 10%, 3%, i, 6%, -1%, -12%, 0.4%, -4.0, 4%

(further entries)
Field names: A = EPAC2 agonist; B = ATXN2 expr inh; C = ATXN viability; D = A549 tox; E = HepG2 tox; F = TGFb inhibitor; G = Nrf2 activator; H = IL-2 act; I = Nrf2 inh
> CCN1C(=O)[C@H]2[C@@H](c3ccc(-c4cccc(Cl)c4)c(OC)c3)N[C@@](C)(C(=O)OC)[C@H]2C1=O
  A = 7%; B = ?; C = i; D = 5%; E = -34%; F = -15%; G = 4.1%; H = -1.8; I = 5%

> COc1ccccc1NC(=O)c1oc2ccccc2c1NC(=O)COc1cccc(C)c1
  A = .; B = 15%; C = i; D = 5%; E = -7%; F = -22%; G = 0.7%; H = .; I = -6%

> CCOC(=O)[C@@H]1[C@H]2COc3cc(OC)ccc3[C@H]2N2C(=O)N(c3ccc(C(F)(F)F)cc3)C(=O)[C@]12C
  A = -4%; B = 0%; C = ?; D = -23%; E = -52%; F = ?; G = 0.4%; H = -0.6; I = 21µM*

> Cc1ccc(S(=O)(=O)CCC(=O)OCC(=O)Nc2sccc2C#N)cc1
  A = 1%; B = .; C = i; D = .; E = -13%; F = -1%; G = -0.5%; H = -1.4; I = .

> O=C(CSc1nnc(-c2ccncc2)o1)Nc1cc(Cl)ccc1C(=O)O
  A = 6%; B = 2%; C = i; D = 4%; E = -1%; F = -3%; G = 7.4%; H = -0.2; I = 22%

> COC(=O)CCc1c(C)nn(-c2ccccc2)c1C
  A = 4%; B = 17%; C = i; D = 7%; E = -49%; F = -6%; G = 0.1%; H = -1.7; I = ?

> C=CCn1c(N(C)C)nc2c1c(=O)[nH]c(=O)n2C
  A = 8%; B = 0%; C = i; D = -18%; E = -13%; F = 1%; G = 0.1%; H = -2.8; I = -9%

> O=C(NCCc1ccc(Cl)cc1)c1cc(S(=O)(=O)N2CCCCC2)c[nH]1
  A = 8%; B = ?; C = ?; D = 2%; E = -74%; F = ?; G = -0.1%; H = -0.2; I = -25%

> O=C(CCl)Nc1ccc(S(=O)(=O)Nc2nccs2)cc1
  A = 18%; B = -19%; C = ?; D = 1%; E = -20%; F = -11%; G = ?; H = -0.3; I = ?

> Cc1ccccc1CN(c1ccc(C(=O)N2CCc3ccccc3C2)cc1)S(C)(=O)=O
  A = -2%; B = -6%; C = i; D = -27%; E = -3%; F = 0%; G = 0.6%; H = 1.1; I = 15µM*

> Cc1ccc(NC(=O)Cn2c(=O)n(CCCC(=O)NCc3ccc4c(c3)OCO4)c(=O)c3ccccc32)cc1
  A = .; B = 8%; C = i; D = -2%; E = -12%; F = -11%; G = -1.1%; H = .; I = 2%

> CCOC(=O)Nc1ccc(S(=O)(=O)Nc2nc(C)cc(C)n2)cc1
  A = 11%; B = 2%; C = i; D = -9%; E = -5%; F = -2%; G = -0.7%; H = -2.8; I = 7%

> Cc1cc(CNC(=O)[C@H]2C[C@@H]2[C@H](NP(=O)(c2ccccc2)c2ccccc2)c2ccccc2)nn1C
  A = 5%; B = -4%; C = ?; D = 3%; E = -2%; F = -3%; G = 0.5%; H = -1.0; I = -4%

> CN(C(=O)C1CCCO1)c1nnc(-c2cnccn2)s1 (configuration not stated)
  A = 8%; B = 2%; C = i; D = -1%; E = -42%; F = 2%; G = 0.6%; H = -2.3; I = 0%

> O=C(Nc1ccc(Cl)cc1)NC1CCCC1Cc1ccco1 (configuration not stated)
  A = 16%; B = 9%; C = i; D = -15%; E = -16%; F = ?; G = 5.7%; H = 0.0; I = -13%

> CN(C)Cc1c(O)ccc2c(=O)c(-c3ccc(Cl)cc3)coc12
  A = 0%; B = 3%; C = i; D = -4%; E = 1%; F = 17%; G = 3.7%; H = 0.5; I = ?

> CCc1[nH]nc2c1C(C(C)C)C(C#N)=C(N)O2 (configuration not stated)
  A = 3%; B = -3%; C = i; D = -13%; E = -26%; F = ?; G = 24%; H = -2.4; I = -14%

> CCN1CCN(C2CCCCC2NS(=O)(=O)c2ccccc2)CC1 (configuration not stated)
  A = 11%; B = -1%; C = i; D = 0%; E = -9%; F = -1%; G = 0.0%; H = -4.1; I = 11%
